Screens from PubChem BioAssay.
RORgamma inh: blocks mouse ROR gamma transcriptional activity; 310,000 tested, 5.4% active; Potency, µM (series often up to 53.6 µM), without a hit: at the highest dose activity change, negative = inhibition, actives largely listed as inhibitors; Drosophila S2 Gal4-RORgamma UAS-luciferase reporter, 20 h; further: potency means the concentration at half of the fitted maximal effect; on the % scale 0 is the no-effect control and ±100 the full control effect; nearly all actives have a fitted effect of over 60% in size
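ROR gamma transcriptional activity was tracked as Gal4-UAS luciferase output in stably transfected Drosophila Schneider cells, with compound added 1 hr before 700 uM copper sulfate induction and a 20 hr ambient-temperature incubation.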
PKM2 act: increases activity of human pyruvate kinase M2. P14618. purified PKM2, Kinase-Glo ATP luminescence, activation; response scale: 0% is enzyme alone, no compound. Potency, µM (series often up to 57.5 µM), for inactives: at the highest dose activation, hits mostly activators. 260,000 tested, 0.34% active. AID 1631; further: potency means the concentration at half of the fitted maximal effect; on the % scale 0 is the no-effect control and ±100 the full control effect; nearly all actives have a fitted effect of over 55% in size
Target sequence (P14618 whole entry, looked up): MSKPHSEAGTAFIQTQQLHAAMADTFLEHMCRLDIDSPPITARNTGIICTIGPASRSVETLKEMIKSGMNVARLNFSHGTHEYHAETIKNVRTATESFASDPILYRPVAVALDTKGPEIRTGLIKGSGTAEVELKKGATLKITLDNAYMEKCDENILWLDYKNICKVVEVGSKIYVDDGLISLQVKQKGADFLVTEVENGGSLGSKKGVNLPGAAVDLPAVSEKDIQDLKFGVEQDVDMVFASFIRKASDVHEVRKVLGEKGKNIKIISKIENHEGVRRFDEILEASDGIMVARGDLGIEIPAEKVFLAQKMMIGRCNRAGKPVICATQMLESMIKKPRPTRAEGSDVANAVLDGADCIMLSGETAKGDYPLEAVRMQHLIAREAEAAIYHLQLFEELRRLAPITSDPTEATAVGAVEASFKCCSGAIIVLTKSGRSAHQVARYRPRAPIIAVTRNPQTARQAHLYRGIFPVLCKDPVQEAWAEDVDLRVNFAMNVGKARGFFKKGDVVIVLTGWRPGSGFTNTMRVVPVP
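hPK-M2, >95% pure; 0.1 mM ADP / 0.5 mM PEP final; imidazole pH7.2 buffer w/ 7 mM MgCl2, 50 mM KCl; 1 h RT; Kinase-Glo lum. Intermediate enzyme activity for dual inhibitor/activator qHTS.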
VP16 counter: Gal4-VP16 reporter inhibition counter-screen; Drosophila S2 Gal4-VP16 UAS-luciferase, luminescence, 20 h; Potency, µM (series often up to 53.6 µM), without a hit: at the top dose activity, negative = inhibition, actives largely listed as inhibitors; 310,000 tested, 3.5% active; AID 2546;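 further: Gal4-VP16 expression switched on by copper sulfate through the metallothionein promoter; potency means the concentration at half of the fitted maximal effect; on the % scale 0 is the no-effect control and ±100 the full control effect; nearly all actives have a fitted effect of over 50% in size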
Mito fusion yeast: blocks mitochondrial division or promotes mitochondrial fusion | 320,000 tested, 0.23% active | S. cerevisiae fusion-defective mutant growth rescue, CellTiterGlo 48 h | Potency, µM (doses to about 46.1 µM), inactives show at the top dose growth rescue (activation), most hits filed as activators | AID 485298;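 further: potency means the concentration at half of the fitted maximal effect; % of control where 0% means no effect; nearly all actives have a fitted effect of over 45% in size; temperature-sensitive fusion mutants such as fzo1-1 at 37 °C on non-fermentable ethanol glycerol medium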
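Yeast fusion mutant, YPEG (non-fermentable carbon), compound, 48 h at 37C non-permissive; CellTiterGlo added, 10 min RT, luminescence read. Rescued growth = division inhibition.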
FLuc counter: firefly luciferase modulation, counter-screen for miR-21 project; P08659; purified FLuc, Km substrates, luminescence inhibition; Potency, µM (titrated, usually from 57.5 µM), for the others: at the highest dose activity change, negative = inhibition, hits mostly inhibitors; 360,000 tested, 6.9% active; AID 588342;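 further: potency means the concentration at half of the fitted maximal effect; plate controls were vehicle for no effect and reference inhibitor for full effect; nearly all actives have a fitted effect of over 55% in size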
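Biochemical qHTS of compounds, final roughly 60 µM downward over six points, against 10 nM purified firefly luciferase using Km concentrations of substrates (10 uM D-luciferin, 10 uM ATP) in Tris acetate pH 7.5 buffer; luminescence output.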
NPC1 prom act: activates the NPC1 promoter. 320,000 tested, 2.4% active. Potency, µM (top dose mostly 9.22 µM), without a hit: top-dose activation, usual class: activators. AID 485313. Huh7 NPC1 promoter luciferase reporter, 24 h;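 further: potency means the concentration at half of the fitted maximal effect; % of control where 0% means no effect; nearly all actives have a fitted effect of over 60% in size; reporter is driven by a mutant NPC1 promoter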
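Huh7 reporter cells (NPC1 promoter driving luciferase) are dosed with compound for 24 h at 37 °C, 5% CO2; luciferase detection reagent is then added and luminescence measured after 10 min at ambient temperature.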
Menin MLL FP TR: inhibitors of human menin-MLL interaction, mutant MLL peptide | O00255 | Menin + Texas Red MLL mutant peptide, fluorescence polarization | Potency, µM (doses to about 61.6 µM), for inactives: top-dose FP activity change, negative = inhibition, usual class: inhibitors | 270,000 tested, 0.23% active; active means well fitted inhibition curve with a large enough effect in the polarisation, with a control signal flat, not every such curve was filed as active; inconclusive means small, poorly fitted or top-dose-only effect, or effect the other way, or a change in a side signal; inactive means no such curve, though single readings can be large or run the other way; the % refers to the polarisation; further: potency means the concentration at half of the fitted maximal effect; % of control where 0% means no effect; many of its hits are not listed in these tables
MBNL1 CUG block: blocks human MBNL1 binding to CUG repeat RNA; AID 2675; 280,000 tested, 0.036% active; Potency, µM (highest dose often 57.5 µM), for inactives: top-dose activity change, negative = inhibition, actives largely listed as inhibitors; TR-FRET MBNL1-His/biotin-(CUG)12 binding, 665/545 ratio; Q9NR56; active means well fitted inhibition curve with a large enough effect in the signal ratio, with a control signal flat, not every such curve was filed as active; inconclusive means small, poorly fitted or top-dose-only effect, or effect the other way, or a change in a side signal; inactive means no such curve, though single readings can be large or run the other way; the % refers to the signal ratio; further: potency means the concentration at half of the fitted maximal effect; on the % scale 0 is the no-effect control and ±100 the full control effect
Target sequence (Q9NR56 whole entry, looked up): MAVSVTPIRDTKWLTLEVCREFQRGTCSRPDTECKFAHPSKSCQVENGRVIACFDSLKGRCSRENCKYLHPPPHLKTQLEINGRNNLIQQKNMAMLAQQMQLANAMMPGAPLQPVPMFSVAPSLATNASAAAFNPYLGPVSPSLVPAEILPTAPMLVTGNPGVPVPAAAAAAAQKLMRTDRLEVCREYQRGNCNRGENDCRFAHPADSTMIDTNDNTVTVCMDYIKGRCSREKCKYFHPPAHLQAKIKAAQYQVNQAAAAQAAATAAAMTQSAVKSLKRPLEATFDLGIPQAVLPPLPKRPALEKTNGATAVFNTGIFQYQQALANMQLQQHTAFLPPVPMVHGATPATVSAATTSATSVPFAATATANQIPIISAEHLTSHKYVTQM
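Compound titration spanned 92 nM–58 uM against the MBNL1-His/biotin-(CUG)12 complex. After 60 min at room temperature with 5 nM streptavidin-XL665 and 0.055 ng/ul terbium anti-His, ratiometric 665/545 nm emission (Ex 340 nm) normalized to controls.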
ELG1 DNA repair: ELG1-dependent DNA repair inhibition | Potency, µM (titrated, usually from 46.1 µM), without a hit: at the top dose activity change, negative = inhibition, most hits filed as inhibitors | HEK293T ELG1-luciferase reporter, luminescence, 16 h; DNA damage induced by 5-fluorouridine | 330,000 tested, 2.3% active; further: potency means the concentration at half of the fitted maximal effect; on the % scale 0 is the no-effect control and ±100 the full control effect; nearly all actives have a fitted effect of over 55% in size
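DMSO vehicle served as the neutral condition. Each well held 2,000 cells given 5-fluorouridine plus compound; after 16 hr at 37 °C/5% CO2, ONE-Glo was added and luciferase measured 30 min later.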
Rab9 promoter act: Rab9 promoter activation | Huh7 Rab9 promoter-luciferase reporter, luminescence, 24 h | Potency, µM (top dose mostly 9.22 µM), for the others: top-dose activation, negative = inhibition, hits mostly activators | 320,000 tested, 2.8% active | AID 485297; further: potency means the concentration at half of the fitted maximal effect; % of control where 0% means no effect; nearly all actives have a fitted effect of over 60% in size
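Huh7 cells stably carrying Rab9 promoter–luciferase reporter, plated 1500 cells/well, compound added after 2 h and incubated 24 h at 37 °C; luciferase luminescence then read after 10 min with detection reagent.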
KCNH2 3.1 inh: blocks the human KCNH2 3.1 channel isoform. 340,000 tested, 0.95% active. U2OS KCNH2 3.1, thallium flux FluxOr; hits give low values. activity change, % (tested at about 1.8 µM);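 active means maximum activity change below -70%; inconclusive means maximum activity change from -70% to -50%; inactive means maximum activity change above -50%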;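 further: thallium influx rate constant from kinetic fluorescence after stimulation buffer; on the % scale 0 is the no-effect control and ±100 the full control effect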
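Channel expression came from 3.1 mutant virus (1.77 x 10^8 /mL) applied to suspended U2OS cells for 4 h. Flux was tracked with FluxOr dye plus Red40 quencher, and kinetic rate constants normalized to controls.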
Starred values were filed as active, the others as inactive; ? = inconclusive; / = not tested or not shown; [ ] = dose if it differs, or a comment. Unless noted, the call rests on the fitted dose curve; in most records, active means well fitted curve in the direction sought with a large enough effect; inconclusive means small, poorly fitted or top-dose-only effect, or another doubt; inactive means no such curve, though single readings can be large; an effect the other way counts as inactive or inconclusive. A portion of the library; the hit share may differ from the screen's.

Value order – RORgamma inh	PKM2 act	VP16 counter	Mito fusion yeast	FLuc counter	NPC1 prom act	Menin MLL FP TR	MBNL1 CUG block	ELG1 DNA repair	Rab9 promoter act	KCNH2 3.1 inh
- Cc1ccccc1-c1nc(CN2CCC(C(=O)NCCCN3CC(C)CC(C)C3)CC2)c(C)o1 (stereo unspecified)
→ -24.8%	-5.0%	-0.7%	-3.8%	3.5%	-4.2%	-15.1%	-3.2%	-18.2%	-3.8%	/
- Cc1ccc(C(=O)CCC(=O)Nc2cccc(C)c2)cc1
→ -15.4%	2.2%	2.5%	-5.2%	-8.1%	2.0%	-2.8%	-6.5%	-1.4%	0.8%	-3.5
- O=C(CN1C(=O)NC(Cc2ccccc2)(Cc2ccccc2)C1=O)NCC1CCCCC1
→ -5.7%	2.1%	8.3%	2.2%	0.7%	-3.5%	-7.7%	-2.7%	-22.5%	1.8%	-1.1
- COc1ccc(C2(CNC(=O)c3cc([N+](=O)[O-])cc([N+](=O)[O-])c3)CCCC2)cc1OC
→ ?	3.4%	11.5%	-0.1%	0.4%	-0.3%	-10.9%	?	?	-2.1%	3.1
- Cc1ccc(-c2noc(CCC(=O)Nc3ccccc3C)n2)cc1
→ -26.9%	-2.6%	?	9.7%	0.9%	-2.3%	-10.2%	-3.7%	-18.8%	5.1%	12.1
- c1ccc(COc2ccccc2CNc2nn[nH]n2)cc1
→ -39.2%	2.0%	-3.6%	0.2%	-12.5%	1.2%	-17.8%	-9.5%	2.4%	-5.8%	0.5
- Cc1ccc(S(=O)(=O)CCC(=O)c2cccc([N+](=O)[O-])c2)cc1
→ 3.98µM*	-3.9%	5.01µM*	-2.6%	?	-4.5%	-11.1%	?	?	2.3%	-6.0
- COc1ccc(-c2c(C)nn3c(N)c(C#N)cnc23)cc1OC
→ 5.1%	1.4%	-6.1%	4.7%	-1.5%	-10.3%	8.5%	-6.0%	-14.9%	-20.2%	5.0
- CCN(CC(=O)NCc1ccc(Cl)cc1)C(=O)CCc1ccccc1O
→ 19.2%	/	2.7%	7.8%	-0.2%	-5.9%	/	-4.3%	-12.6%	-1.5%	-16.0
- COc1ccc([C@H]2CC(=O)C=C(c3cc(C)ccc3OC)C2)cc1
→ /	/	/	29.0%	-2.5%	-22.9%	/	/	-35.7%	-17.8%	1.9
- COC(=O)c1cccc(COC(=O)c2ccccc2NC(=O)c2ccco2)c1
→ 23.3%	-1.8%	-12.9%	-0.7%	3.1%	-2.3%	-18.2%	0.2%	-37.8%	12.3%	-17.7
- COc1ccc(NC(=O)C2CCN(C(=O)c3cccs3)CC2)c(OC)c1
→ 1.2%	-1.9%	-5.7%	-2.7%	-1.9%	-5.4%	-15.8%	-5.4%	-7.0%	0.3%	3.1
- Cc1c(C(=O)Nc2ccc3c(c2)OCCO3)oc2ccc(Br)cc12
→ /	/	/	0.1%	5.36µM*	19.0%	/	/	?	?	-1.0
- CC(O)[C@H]1CNC(=O)C(=O)N1CCC12CC3CC(CC(C3)C1)C2 (stereo partly specified)
→ 4.1%	-2.9%	1.9%	-2.3%	0.8%	-1.4%	/	-5.3%	10.8%	-4.5%	-29.3
- CC(=O)c1c(C)[nH]c(C(=O)N2CC(C)CC(C)C2)c1C (stereo unspecified)
→ -30.5%	/	-1.6%	1.1%	-0.3%	0.8%	-16.3%	-5.0%	1.1%	-6.2%	0.3
- CCCCCCc1c(C)[nH]c2nc3ccccc3n2c1=O
→ -14.3%	/	-13.2%	-11.5%	1.4%	1.3%	1.5%	-8.0%	-4.2%	-6.5%	-12.8
- CCC(Sc1ncnc2c1c(-c1ccccc1)cn2-c1ccc(OC)cc1)C(=O)OC (stereo unspecified)
→ 85.1%	5.1%	5.4%	13.9%	-0.6%	-4.2%	3.3%	-7.7%	?	-1.9%	-21.7
- Cc1ccc(C)n1-c1sc2c(c1C#N)CCCC2
→ -22.4%	-0.3%	14.9%	6.8%	-0.4%	-0.7%	-18.6%	0.7%	23.6%	13.9%	-15.4
- CCOc1ccccc1NC(=O)c1cc(CC(C)C)oc1C
→ ?	-12.3%	18.5%	8.3%	?	11.4%	-21.8%	-1.6%	19.1%	12.2%	-4.9
- O=C(NCCS(=O)(=O)NCCc1ccccc1)c1ccccc1
→ /	/	/	7.2%	0.6%	13.5%	/	/	?	25.8%	8.1
- O=C(Cn1cnc2c(nnn2-c2ccccc2)c1=O)N1CCCc2ccccc21
→ 15.3%	1.3%	-8.5%	2.6%	1.2%	-1.0%	4.6%	-3.9%	?	-6.2%	20.1
- O=c1[nH]c2ccc(Cl)cc2c(-c2ccccc2)c1N1CCN(CCO)CC1
→ -15.1%	1.7%	-3.7%	-0.5%	-2.1%	-3.7%	-5.9%	1.5%	0.6%	-3.6%	-9.2
- Nc1c(Cl)cc(C2=NCCn3c2c2ccccc2[n+]3[O-])cc1Cl
→ /	/	/	16.2%	0.3%	20.4%	/	/	-7.2%	5.4%	-2.7
- O=C(C/C=N/OCc1ccccc1F)c1cnc(-c2ccc(Cl)cc2)s1
→ 16.7%	3.6%	-3.9%	2.0%	?	2.9%	?	7.4%	-4.0%	-0.6%	4.1
- CC(Oc1ccc2c(-c3ccccc3)cc(=O)oc2c1)C(=O)NCC(O)c1ccccc1 (stereo unspecified)
→ -17.0%	7.7%	-1.9%	1.8%	1.9%	-0.8%	-1.8%	7.6%	?	-11.0%	-1.1
- CNC(=S)NCCc1cc2c(OC)ccc(OC)c2[nH]c1=O
→ ?	2.3%	-13.1%	-2.2%	-0.9%	0.1%	1.9%	-2.3%	?	-4.0%	11.2
- O=C(CSc1nnc(-c2ccccc2O)n1Cc1ccccc1)NNC(=O)c1ccccc1O
→ 39.7%	8.6%	-3.8%	-2.2%	-18.4%	0.5%	0.4%	/	1.0%	6.8%	-9.9
- COc1ccc(-c2nc(C#N)c(NCc3ccc(C)cc3)o2)cc1OC
→ 26.2%	-1.4%	10.0%	-0.4%	?	/	30.3%[activator]	14.0%	/	/	4.5
- Clc1ccc2nc3ccccn3c2c1
→ ?	8.8%	18.8%	4.6%	-8.1%	4.6%	-5.7%	42.1%[activator]	-2.0%	10.5%	-3.6
- COCCCNC(=O)C1CCN(c2ncccn2)CC1
→ 10.0%	0.5%	-12.7%	-0.5%	-3.4%	-5.6%	15.3%	-1.2%	25.2%	-3.4%	13.8
- Cc1nn(CC(=O)Nc2cc(S(=O)(=O)N(C)C)ccc2Cl)c(C)c1[N+](=O)[O-]
→ 31.6%	4.2%	-4.9%	-7.9%	4.2%	0.5%	4.3%	-2.0%	-9.2%	0.8%	5.6
- COC(=O)Nc1c(C)n(C)n(-c2ccccc2)c1=O
→ 31.9%	-9.7%	-6.2%	0.3%	-3.4%	-0.7%	-5.4%	?	11.0%	-0.3%	-11.4
- O=C(CNC(=O)C(c1ccccc1)c1ccccc1)N/N=C\c1ccc2c(c1)OCO2
→ -78.7%	-15.6%	?	-7.7%	?	7.4%	?	-8.9%	9.2%	8.4%	-14.1
- CCc1ccc(NC(=O)C(C)OC(=O)c2cc(=O)[nH]c3ccc(S(=O)(=O)Nc4ccc(F)cc4)cc23)cc1 (stereo unspecified)
→ ?	7.8%	-6.4%	-5.0%	5.7%	-4.0%	?	-5.7%	/	-1.1%	-3.9
- CN1CCN(C(=O)c2ccc(-n3cccc3)cc2)CC1
→ 9.7%	-5.0%	-10.8%	0.3%	-1.8%	4.3%	10.7%	-4.2%	29.7%	-6.0%	5.1
- COc1cc(NC(=O)c2cc(-c3ccccc3Cl)on2)cc(OC)c1OC
→ 27.3%	0.2%	-2.0%	-0.7%	?	-29.9%	46.6%[activator]	0.8%	9.2µM*	-17.7%	3.8
- O=C(COC(=O)c1ccc(F)cc1F)Nc1ccc(Cl)cn1
→ /	/	/	-7.6%	-1.2%	0.7%	/	/	6.8%	-1.9%	1.2
